Screens from PubChem.
Bcl-B displacement: displacers of TR3 peptide from Bcl-B, primary screen, selectivity assay for Bfl-1 inhibitor project, biochemical, fluorescence polarization. 96,000 tested, 0.11% active. one-dose displacement, % at 20 µM; IC50 in µM for titrated hits. FP displacement of FITC-TR3 peptide from Bcl-B; higher % means a stronger effect;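 active = displacement above 50% at 20 µM plus a fluorescence interference ratio under 1.5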;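 note: plate controls were wells without compound for no effect and wells lacking Bcl-B protein for full effect; a part of the inactive calls stands beside numbers as strong as those of hits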
IL1B NFkB inh: blocks IL-1B driven NFkB nuclear translocation in HUVEC cells. HUVEC IL-1B NFkB p65 nuclear translocation imaging. inhibition, % at 2 µM. 94,000 tested, 0.43% active;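 active = inhibition above about 30% together with a positive call from visual inspection of the well image, limit read from the data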;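 note: nuclear over cytoplasmic p65 intensity ratio measured by imaging; 0% = IL-1B stimulated DMSO wells and 100% = unstimulated DMSO wells; values of inactives mirror those of a sister screen read the other way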
NFkB transloc pot: enhances IL-1B driven NFkB nuclear translocation | 94,000 tested, 0.3% active | AID 819 | activation, % at 2 µM | HUVEC IL-1B NFkB p65 nuclear translocation imaging;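 active = activation above 40%, about the mean plus 3 SD, also judged a hit on visual image review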;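 note: percent activation is computed from the nuclear over cytoplasmic p65 intensity ratio; values of inactives mirror those of a sister screen read the other way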
PLAP inhibition: inhibition of human placental alkaline phosphatase – biochemical, luminescence, HTS (AID 690); purified PLAP, luminescent substrate; higher % means a stronger effect; one-dose inhibition, % at 20 µM; IC50 in µM for titrated hits; 96,000 tested, 0.08% active; in the data active = a potency from the dose series; inactive = the rest, 99 in 100 with inhibition below about 30%; note: strong numbers were not always called active
MRP resist rev: MRP-mediated drug resistance reversal; H69AR cells + 2 uM doxorubicin, CellTiter-Glo, 72 h; differential viability (reversal), % at 10 µM; 85,000 tested, 0.04% active;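 active = viability drop by adding the cancer drug above about 55%, with treated viability meeting a 40% cutoff, limit read from the data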;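 note: viability without doxorubicin minus viability with 2 µM doxorubicin for each compound; larger differential means the compound sensitizes cells more to doxorubicin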
MRP resist rev cytotoxicity: further read-out of MRP resist rev, marked with its call; viability, %; H69AR cells, CellTiter-Glo, 72 h; measured here: cytotoxicity without doxorubicin
MRP resist rev with doxorubicin: further read-out of MRP resist rev, marked with its call; viability, %; measured here: viability with 2 uM doxorubicin; active compounds read low
IL1B NFkB inh cell count 2 µM: recorded beside IL1B NFkB inh, whose call it bears; cell count; measured here: cells passing quality filter;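 raw number of nuclei counted in each imaged well without normalization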
NFkB transloc pot cell count 2 µM: also measured in NFkB transloc pot; calls as there; cell count; measured here: cells passing quality filter
Active calls of the source: *; x = no result given.

entry	SMILES	PLAP inhibition	Bcl-B displacement	MRP resist rev with doxorubicin	MRP resist rev cytotoxicity	MRP resist rev
1	COc1ccc(C2(CNC(C)=O)CCCC2)cc1OC	-12%	-6%	93	100	7
2	Cc1c(/C=N/N=C2\CCC3C4CCc5cc(O)ccc5C4CCC23C)cnn1C (stereo not given)	-2%	12%	x	x	x
3	COc1ccc(O)c(C(=O)c2cc(C#N)c(=O)n(CCN3CCOCC3)c2)c1	3%	-4%	x	x	x
4	CCOc1ccc(C2=NNC(c3cccs3)=Nc3ccc(OC)cc32)cc1OCC	x	x	71	38	-33
5	O=C(CCC1COc2ccccc2O1)Nc1ncccc1O (stereo not given)	4%	-2%	93	95	2
6	Cc1[nH]c(=O)[nH]c(=O)c1/C=N/NC(=O)[C@@H](NC(=O)OC(C)(C)C)C(C)C	-59%	12%	x	x	x
7	CN(C)CCCNc1oc(-c2cccc(Cl)c2)nc1C#N	-35%	-6%	79	88	10
8	CCCS(=O)(=O)N1CCC(C(=O)NCCN(CC)c2ccccc2)CC1	-3%	1%	103	99	-4
9	Cc1ccc(/C=N/n2c(-c3cccs3)n[nH]c2=S)cc1	13%	1%	x	x	x
10	CC(C)(C)c1ccc(OCCN2CCCC2)cc1	-18%	-7%	92	104	12

entry	NFkB transloc pot	NFkB transloc pot cell count 2 µM	IL1B NFkB inh	IL1B NFkB inh cell count 2 µM
1	-15	63	15	63
2	-15	151	15	151
3	2	106	-2	106
4	30	107	-30	107
5	14	129	-14	129
6	-7	136	7	136
7	-18	85	18	85
8	-2	147	2	147
9	26	171	-26	171
10	-3	81	3	81

Next compounds follow.
entry	SMILES	PLAP inhibition	Bcl-B displacement	MRP resist rev with doxorubicin	MRP resist rev cytotoxicity	MRP resist rev
11	CCOC(=O)c1c(C)nc2c(c1-c1ccc(OC)cc1)C(=O)CC(C)(C)C2	-12%	9%	x	x	x
12	COc1cccc(C(=O)Nc2ccc3nc(N4CCN(c5ncccn5)CC4)cc(C)c3c2)c1OC	x	x	x	x	x
13	O=C(c1ccc([N+](=O)[O-])cc1)n1nc(-c2ccccc2)nc1NCc1ccccc1	1%	-2%	x	x	x
14	COc1ccccc1N=Cc1nc(-c2ccccc2)oc1OC(C)=O	x	x	91	77	-14
15	C=CCN(CC=C)S(=O)(=O)c1ccc(NC(=S)NC(=O)/C=C/c2cccc3ccccc23)cc1	-11%	-24%	x	x	x
16	COC(=O)C1=C(C)NC(=O)CC1c1cc2c(cc1Br)OCO2 (stereo not given)	-36%	5%	91	97	5
17	COc1ccc(C(=O)Nc2cccnc2)cc1S(=O)(=O)N1CCOCC1	8%	14%	93	94	1
18	CS(=O)(=O)N(CC(=O)O)c1ccc2c(c1)OCO2	7%	-4%	108	100	-7
19	O=c1c2ccccc2c2c(O)nc(-c3ccccc3)n2n1Cc1ccccc1	-36%	-8%	x	x	x
20	C/C(=N/NC(N)=S)c1ccccc1[N+](=O)[O-]	-3%	0%	x	x	x

entry	NFkB transloc pot	NFkB transloc pot cell count 2 µM	IL1B NFkB inh	IL1B NFkB inh cell count 2 µM
11	0	141	0	141
12	9	119	-8	119
13	7	169	-7	169
14	7	153	-7	153
15	7	146	-6	146
16	x	x	x	x
17	1	65	-1	65
18	-9	129	9	129
19	13	205	-13	205
20	-6	118	6	118

Following part
entry	SMILES	PLAP inhibition	Bcl-B displacement	MRP resist rev with doxorubicin	MRP resist rev cytotoxicity	MRP resist rev
21	CCn1c(SCC(=O)OC)nnc1C1CCCCC1	-6%	9%	92	91	-1
22	CN(C)/C=C(\C#N)C(=O)c1cccnc1Oc1ccc(F)cc1F	10%	-16%	x	x	x
23	Brc1ccc(-c2csc(/N=C/N3CCOCC3)n2)cc1	-24%	4%	92	103	12
24	Cc1ccc(CSc2nnc(CS(=O)Cc3ccc(Cl)cc3Cl)n2C)cc1 (stereo not given)	-66%	1%	x	x	x
25	C=CCNC(=S)NNC(=O)C(CCC(C)C)CC(C)(C)O (stereo not given)	-168%	7%	80	85	5
26	Cc1cc(-n2c(C)cc(C(=O)CN3C(=O)NC4(CCCCC4)C3=O)c2C)no1	-34%	-7%	84	82	-2
27	CC1(C)CNC(=O)c2sc(NC(=O)CN3CCOCC3)nc2C1	3%	1%	96	91	-5
28	CN(C)C(=O)c1cc(F)ccc1Sc1cc(Cl)ccc1Cl	-87%	7%	x	x	x
29	COC(=O)[C@H]1C2CCC(C(=O)OC)(CC2)[C@H]1C(=O)OC	-7%	9%	87	93	7
30	COCCCNCCCOc1ccc(Cl)cc1Br	-8%	3%	x	x	x

entry	NFkB transloc pot	NFkB transloc pot cell count 2 µM	IL1B NFkB inh	IL1B NFkB inh cell count 2 µM
21	-4	181	4	181
22	-6	142	6	142
23	18	118	-18	118
24	9	92	-10	92
25	7	196	-7	196
26	13	132	-13	132
27	0	119	0	119
28	0	132	0	132
29	3	179	-3	179
30	-6	147	6	147

Further structures:
entry	SMILES	PLAP inhibition	Bcl-B displacement	MRP resist rev with doxorubicin	MRP resist rev cytotoxicity	MRP resist rev
31	COc1ccc(C)cc1NC(=O)CN1C(=O)c2ccccc2S1(=O)=O	2%	-1%	96	98	2
32	O=C(Nc1ccccc1)NC1CS(=O)(=O)CC1O (stereo not given)	-7%	1%	93	97	4
33	O=C(Cn1nc(Cc2ccncc2)c2ccccc2c1=O)N1CCc2ccccc2C1	-28%	-6%	103	98	-4
34	O=C(Cn1ncc2ccccc21)N1CCN(c2cccc(C(F)(F)F)c2)CC1	x	x	101	105	4
35	CC(C)NC(=O)CSc1nnc(COc2ccccc2Cl)o1	-10%	-3%	100	106	6
36	COc1ccc(C2C(C(C)=O)=C(O)C(=O)N2CCc2ccccc2)c(OC)c1 (stereo not given)	-12%	-4%	79	93	14
37	OCCNCCCOc1ccc(Cl)cc1Br	-6%	-7%	x	x	x
38	O=C(c1ccc(Cl)c(S(=O)(=O)N2CCOCC2)c1)N1CCN(Cc2ccccc2)CC1	x	x	91	48	-43
39	COc1cc(CNCc2ccccn2)ccc1OCC(N)=O	-11%	-8%	x	x	x
40	CCc1ccc(S(=O)(=O)NCc2cn3c(C)csc3n2)s1	-52%	20%	x	x	x

entry	NFkB transloc pot	NFkB transloc pot cell count 2 µM	IL1B NFkB inh	IL1B NFkB inh cell count 2 µM
31	-5	152	5	152
32	6	133	-6	133
33	72*	53*	-72	53
34	33	141	-33	141
35	21	171	-21	171
36	-8	114	8	114
37	-5	170	5	170
38	0	116	0	116
39	4	146	-4	146
40	-30	48	30	48

(more compounds)
entry	SMILES	PLAP inhibition	Bcl-B displacement	MRP resist rev with doxorubicin	MRP resist rev cytotoxicity	MRP resist rev
41	O=C(NCc1ccco1)C(c1ccco1)N(C(=O)Cn1nnc2ccccc21)c1ccc2c(c1)CCC2 (stereo not given)	x	x	87	90	3
42	CC(NC(=O)C1CCC1)c1ccccc1 (stereo not given)	10%	-4%	74	102	28
43	COCCN(C(=O)CN1CCc2ccccc2C1)c1c(N)n(Cc2ccccc2)c(=O)[nH]c1=O	-32%	1%	87	91	5
44	Cc1nonc1OCC(C)(COc1nonc1C)NC(=O)c1ccccc1	x	x	93	94	1
45	CN(C)c1cc2c(c(N(C)C)c1)C(=O)c1ccccc1C2=O	10%	6%	x	x	x
46	O=C(COc1ccccc1N1C(=O)c2ccccc2C1=O)c1ccc(Cl)cc1	13%	-6%	x	x	x
47	CN(C)c1ccc(C(=O)c2ccc(N(C)C)c3ccccc23)cc1	x	x	49	36	-14
48	COc1ccc(C(=O)/C=C/NCc2ccc(C)cc2)cc1	x	x	x	x	x
49	Cc1ccc(-c2noc(CCC(=O)NCCCN3CCN(c4ccc(F)cc4)CC3)n2)cc1	-61%	-7%	38	27	-12
50	Cc1cccc(C)c1NC(=O)C1(N(Cc2ccco2)C(=O)CC2NC(=O)NC2=O)CCCC1 (stereo not given)	-15%	-6%	89	95	5

entry	NFkB transloc pot	NFkB transloc pot cell count 2 µM	IL1B NFkB inh	IL1B NFkB inh cell count 2 µM
41	33	139	-33	139
42	13	164	-13	164
43	-9	191	9	191
44	7	140	-7	140
45	14	158	-14	158
46	-5	141	5	141
47	-28	60	28	60
48	4	158	-4	158
49	8	152	-8	152
50	6	167	-6	167

Remaining list, next part.
entry	SMILES	PLAP inhibition	Bcl-B displacement	MRP resist rev with doxorubicin	MRP resist rev cytotoxicity	MRP resist rev
51	O=C(Cn1c(SCC(=O)N2CCc3ccccc3C2)nc2ccccc21)NC1CCCC1	-20%	-6%	91	100	9
52	O=C(c1oc2ccccc2c1CSCc1ccccc1)N1CCN(c2ncccn2)CC1	-4%	27%	56	62	5
53	Cc1cccc(C)c1OCC(=O)Nc1cccc(-c2nnc(-c3ccccc3)o2)c1	6%	8%	x	x	x
54	CCc1ccc(NC(=O)CS(=O)CC(=O)NCC2OCCc3ccccc32)cc1 (stereo not given)	-73%	-7%	82	91	8
55	COC(=O)c1ccc(Cn2cnc3c(sc4nc(N5CCOCC5)c5c(c43)CCCC5)c2=O)o1	-54%	-10%	58	58	0
56	Cc1ccc(-n2nc3c(n2)/C(=N/O)CC/C3=N\O)cc1	x	x	70	57	-13
57	Cc1cccc2cc(C(c3nnnn3Cc3ccccc3)N3CCN(c4ccccc4)CC3)c(=O)[nH]c12 (stereo not given)	-70%	-2%	98	90	-8
58	CCCC(=O)NCCCCNC(=O)CCC	-13%	3%	91	92	1
59	O=C(O)C1CC=CCC1C(=O)NCCc1cccc(Cl)c1 (stereo not given)	-27%	0%	103	96	-7
60	CC(C)OC(=O)CC1=NC(=O)CS1	6%	2%	98	92	-6

entry	NFkB transloc pot	NFkB transloc pot cell count 2 µM	IL1B NFkB inh	IL1B NFkB inh cell count 2 µM
51	9	147	-9	147
52	7	135	-7	135
53	6	102	-6	102
54	1	137	-1	137
55	x	x	x	x
56	7	168	-7	168
57	x	x	x	x
58	-4	115	4	115
59	-1	78	1	78
60	x	x	x	x

Remaining list, next part.
entry	SMILES	PLAP inhibition	Bcl-B displacement	MRP resist rev with doxorubicin	MRP resist rev cytotoxicity	MRP resist rev
61	Cc1ccc(Nc2nc(N)nc(CSc3ncccn3)n2)cc1	19%	9%	x	x	x
62	Cn1c(=O)c(=O)n(C)c2cc(S(=O)(=O)N3CCC(Cc4ccccc4)CC3)ccc21	21%	1%	85	94	10
63	COc1ccc2nc3oc(C(=O)NCc4cccs4)cc3cc2c1	5%	5%	x	x	x
64	O=c1cc(N2CCc3ccccc3C2)[nH]c(=O)n1Cc1ccc(F)cc1	x	x	89	100	11
65	CC(=O)c1ccc(OCCCC(=O)OCC(=O)N2CCN(c3ccccc3)CC2)cc1	-25%	-7%	88	90	2
66	CSc1nc2c(c(=O)n1Cc1ccccc1)SC(C)C2 (stereo not given)	26%	1%	76	74	-1
67	CCOC(=O)C(NCc1ccccc1OC)(NC(=O)c1ccccc1)C(F)(F)F (stereo not given)	9%	-2%	95	93	-2
68	O=C(OCn1ncc(Br)c(Br)c1=O)c1c(F)cccc1F	13%	-8%	1	1	0
69	Cc1cc(C)c(NC(=O)CN(c2ccccc2)S(=O)(=O)N(C)C)c(C)c1	-80%	x	87	94	8

entry	NFkB transloc pot	NFkB transloc pot cell count 2 µM	IL1B NFkB inh	IL1B NFkB inh cell count 2 µM
61	38	143	-38	143
62	2	133	-2	133
63	1	186	-1	186
64	5	133	-5	133
65	-3	185	3	185
66	-2	116	2	116
67	5	158	-5	158
68	-89	32	89*	32*
69	5	187	-5	187

An excerpt; the hit share may differ from the screen's.
